tim10-1 inh = tim10-1 yeast growth inhibition. S. cerevisiae tim10-1 ts strain growth, BacTiter-Glo, 24 h. inhibition, % at 20 µM. 330,000 tested, 2.2% active;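 active = inhibition of at least 40%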;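 also: mutant grown at 25 °C; 0% = DMSO wells with yeast and 100% = wells holding no yeast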
NALP3 yeast inh = inhibitors of NALP3 inflammasome in yeast; Yeast reconstituted NLRP3/ASC/caspase-1, beta-gal luminescence, 24 h; inhibition, % at 10 µM; 330,000 tested, 0.39% active; AID 2825;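 active = inhibition of 50% or more; inactive = inhibition below 50%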;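 also: plate controls were induced DMSO wells for no effect and uninduced yeast grown without galactose for full effect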
Mdm2 MdmX PPI = disrupts the human Mdm2-MdmX interaction | inhibition, % at 8 µM | O15151+Q00987 | AID 485346 | 330,000 tested, 3% active | SaOS-2 split-luciferase Mdm2/MdmX complementation, luminescence;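 active = inhibition of at least 50% at 8 µM in the primary screen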
Target sequence (O15151 whole entry, looked up): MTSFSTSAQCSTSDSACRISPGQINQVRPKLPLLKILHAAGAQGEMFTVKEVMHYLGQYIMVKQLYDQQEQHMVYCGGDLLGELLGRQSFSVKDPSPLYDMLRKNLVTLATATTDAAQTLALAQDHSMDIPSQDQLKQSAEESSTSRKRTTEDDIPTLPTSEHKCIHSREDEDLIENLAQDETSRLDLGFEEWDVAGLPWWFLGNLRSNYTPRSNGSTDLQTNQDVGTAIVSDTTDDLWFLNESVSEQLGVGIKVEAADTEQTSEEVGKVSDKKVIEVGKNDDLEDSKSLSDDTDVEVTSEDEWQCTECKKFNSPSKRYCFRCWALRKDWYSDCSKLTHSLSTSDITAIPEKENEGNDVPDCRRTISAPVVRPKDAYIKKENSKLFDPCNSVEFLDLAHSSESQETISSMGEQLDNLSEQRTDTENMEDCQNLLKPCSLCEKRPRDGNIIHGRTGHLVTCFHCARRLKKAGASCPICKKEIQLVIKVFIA
Target sequence (Q00987 whole entry, looked up): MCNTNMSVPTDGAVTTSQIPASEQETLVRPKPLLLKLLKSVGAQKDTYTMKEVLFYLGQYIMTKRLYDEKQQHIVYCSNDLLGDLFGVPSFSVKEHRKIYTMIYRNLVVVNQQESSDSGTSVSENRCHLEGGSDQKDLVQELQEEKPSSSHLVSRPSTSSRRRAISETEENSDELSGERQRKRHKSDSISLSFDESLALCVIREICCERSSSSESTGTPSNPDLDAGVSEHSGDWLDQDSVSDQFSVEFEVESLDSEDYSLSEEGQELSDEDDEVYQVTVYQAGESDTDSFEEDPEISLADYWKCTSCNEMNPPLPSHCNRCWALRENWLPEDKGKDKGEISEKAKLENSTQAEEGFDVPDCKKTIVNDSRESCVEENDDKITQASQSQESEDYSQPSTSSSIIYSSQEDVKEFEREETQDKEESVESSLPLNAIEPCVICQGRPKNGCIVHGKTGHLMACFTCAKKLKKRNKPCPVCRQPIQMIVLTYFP
APJ agonist = APJ receptor agonism. activation, % at 20 µM. P35414. 330,000 tested, 0.11% active. AID 2520. CHO-K1 APJ PathHunter beta-arrestin, luminescence; 0% DMSO wells, 100% apelin;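 active = activation more than six SD over the plate average, tested at 20 µM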;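 also: 0% = DMSO alone and 100% = apelin-13 at 10 nM; some results filed as inactive read as strong as hits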
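Test system: CHO-K1 APJ beta-arrestin complementation cell line. Amount: cell density 1000 per well. Controls: DMSO negative, 10 nM Apelin-13 positive. Signal: luminescent beta-gal fragment complementation, chemiluminescent substrate. Read-out basis: agonist-driven arrestin binding to APJ. Timing: compound stimulation 90 min at 25 °C, detection 60 min.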
tim23-1 inh = growth inhibitors of tim23-1 mutant yeast; S. cerevisiae tim23-1 growth, BacTiter-Glo luminescence, 24 h; inhibition, % at 20 µM; 330,000 tested, 1.3% active;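 active = growth inhibition of the mutant yeast at or above 50%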;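 also: temperature-sensitive mutant grown at 25 °C; plate controls were DMSO-treated mutant yeast for no effect and medium wells lacking yeast for full effect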
GRIN3A LBD mod = modulates the human NR3A ligand-binding domain | NR3A LBD differential scanning fluorimetry, Tm shift; 0% = protein alone, 100% = glycine-bound protein | Tm shift relative to glycine control, % at 25 µM | 340,000 tested, 2.5% active | AID 1259313;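 active = melting temperature shift of at least 10% of the positive control shift, at one fixed dose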
TIM10 inh = growth inhibitors of TIM10 yeast strain | 330,000 tested, 1.4% active | S. cerevisiae TIM10 strain growth, BacTiter-Glo luminescence, 24 h | inhibition, % at 10 µM;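 active = inhibition of 40% or more at the single tested concentration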;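 also: wild-type TIM10 isogenic control strain grown at permissive 25 °C; 0% = DMSO yeast wells and 100% = minimal medium wells without yeast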
CHOP UPR activ = activators of apoptotic arm of unfolded protein response (CHOP); activation, % at 10 µM; AID 449763; 330,000 tested, 0.34% active; CHO-CHOP luciferase reporter, UPR activation, luminescence; percent of tunicamycin response over DMSO baseline;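 active = at 10 µM dose, activation of 40% or more, normalized to positive control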;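 also: 100% = tunicamycin at 10 µg/mL and 0% = DMSO alone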
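Assay system: CHO-CHOP cells, stable luciferase reporter of PERK-eIF2a-CHOP signalling / Buffer or medium: F12 plus 10% serum / Compound dosing: one dose, 10 µM in 0.5% DMSO / Times: 6 h compound treatment, 37 °C / Technique: luciferase luminescence / Read-out: % reporter activation, DMSO baseline versus tunicamycin full activation / Benchmarks: tunicamycin and DMSO controls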
XBP1 UPR activ = activators of adaptive arm of unfolded protein response (XBP1) | CHO-XBP1 luciferase reporter, IRE1-XBP1 UPR activation, luminescence; percent of tunicamycin response, DMSO as zero | 330,000 tested, 0.33% active | activation, % at 20 µM;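 active = versus positive control, 20 µM dose yields 30% or more activation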;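 also: 100% = tunicamycin at 10 µg/mL and 0% = DMSO only wells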
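Material: CHO cell line with stable XBP1 luciferase reporter; schedule: 16-18 h cell attachment at 37 °C, then 6 h compound exposure; signal: glow luminescence from Steady-Glo reagent; medium: serum-containing F12 medium, 10% FBS; benchmarks: tunicamycin 10 µg/mL and vehicle-only wells; read-out: percent activation relative to tunicamycin reference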
* hit, by the source's call.

Structure,tim10-1 inh,NALP3 yeast inh,Mdm2 MdmX PPI,APJ agonist,tim23-1 inh,GRIN3A LBD mod,TIM10 inh,CHOP UPR activ,XBP1 UPR activ
CCNC(=S)NNC(=O)c1cc(CC(C)C)nc2ccccc12,33,7,-11,-5,13,-1,16,0.2,-1
CC(=O)c1cccc(NC(=O)NCCc2ccc(Cl)cc2)c1,-6,6,-21,-8,-10,-11,5,0.5,-1
CCCc1cc(=O)[nH]c(SCC(=O)Nc2ccccc2C#N)n1,-8,17,22,-1,-3,0,-6,-1.3,7
CC(OC(=O)c1ccc(-c2ccc(O)cc2)cc1)C(=O)NC1CCCCC1C (stereo not drawn),4,11,19,2,6,1,1,0.4,1
CCN1C(=O)[C@H]2[C@@H](c3ccc(-c4ccc(Cl)c(Cl)c4)c(OC)c3)N[C@@](Cc3ccccc3)(C(=O)OC)[C@H]2C1=O,5,10,62*,0,-2,-8,-3,5.4,-2
CC(C)C(c1nnnn1Cc1ccc(F)cc1)N1CCN(C2CCCC2)CC1 (stereo not drawn),3,25,26,-4,-6,-2,-18,1.2,-9
CCN1C(=NCCc2cccnc2)N[C@@H](c2ccccc2)C(C(=O)OC)=C1C,0,6,3,4,9,1,6,-1.4,1
O=C(NCc1ccco1)c1ccc2c(=O)n(Cc3ccco3)c(SCC(=O)N3CCCC3)nc2c1,16,14,18,0,-2,-1,14,0.0,-2
CCCC(=O)NC(NC(=S)Nc1ccc(S(N)(=O)=O)cc1)C(Cl)(Cl)Cl (stereo not drawn),-3,6,-6,-5,-3,-22,5,0.7,2
Cc1cc(C)cc(Oc2ccccc2/C=C\C(=O)O)c1,6,10,33,-5,-5,-1,9,-0.1,-1

Going on with the list:
Structure,tim10-1 inh,NALP3 yeast inh,Mdm2 MdmX PPI,APJ agonist,tim23-1 inh,GRIN3A LBD mod,TIM10 inh,CHOP UPR activ,XBP1 UPR activ
Cc1sc2ncnc(NS(=O)(=O)c3ccc(Cl)cc3)c2c1C,29,15,-36,-1,34,-8,14,1.5,-1
COc1ccc(C(C)C)cc1S(=O)(=O)N1CCC(C(=O)N2CCN(C)CC2)CC1,0,5,22,-3,0,-1,-3,-0.4,-7
Cc1cccc(OCCSCc2nc3ccccc3[nH]2)c1,16,12,5,-2,13,-1,25,-4.0,-1
CC1CC(C)CN(S(=O)(=O)c2ccc(C(=O)N3CCN(c4ccccc4)CC3)cc2)C1 (stereo not drawn),12,30,20,2,24,-3,11,-0.1,-2
O=S(=O)(NCCc1cn2ccccc2n1)c1ccc(F)c(C(F)(F)F)c1,-5,6,-4,-4,-2,-2,-2,0.1,-1
Cc1csc(SCC(=O)Nc2ncc(Cl)c(C)c2Cl)n1,15,12,8,-5,-4,-1,11,-1.4,2
CC(C)(C)C(=O)NC(=S)NCCc1ccccc1,31,40,0,5,20,2,16,3.1,2
O=C(NCC1CCCO1)C1CC(=O)N(c2ccc(F)c(Cl)c2)C1 (stereo not drawn),14,9,21,-3,16,2,7,1.8,0
CSCCC(NC(=O)c1ccccc1)C(=O)N(C)CC(=O)Nc1ccc(N2CCOCC2)cc1 (stereo not drawn),8,10,-8,-3,9,13*,3,0.7,-4
O=C(c1cccnc1)N1CCN(c2ccc3ccccc3n2)CC1,-1,21,11,-4,-3,2,-14,0.8,0

Next part.
Structure,tim10-1 inh,NALP3 yeast inh,Mdm2 MdmX PPI,APJ agonist,tim23-1 inh,GRIN3A LBD mod,TIM10 inh,CHOP UPR activ,XBP1 UPR activ
O=C(CO/N=C/c1cccc([N+](=O)[O-])c1)Nc1ccc2ccccc2c1,45*,23,-31,-3,16,13*,9,-1.1,0
COc1ccc(CNCC(O)COc2ccc(C(C)(C)c3ccccc3)cc2)cc1 (stereo not drawn),-7,53*,38,-2,38,-6,-11,-0.3,0
NC(=O)c1nsc(C(=O)N(c2cccc(F)c2)C(C(=O)NCC2CCCO2)c2ccc3ncccc3c2)c1N (stereo not drawn),-4,14,10,2,12,-2,12,6.0,0
CSCCC(NC(=O)c1cccc(S(=O)(=O)N2CCOCC2)c1)C(=O)Nc1cccc(C)c1 (stereo not drawn),19,9,21,0,8,4,12,0.0,-1
CC1CN(C(=O)c2ccc(C(=O)c3ccccc3)cc2)CC(C)O1 (stereo not drawn),10,12,-1,-3,3,0,12,0.9,-1
COc1cc(CNCc2ccccc2C(F)(F)F)cc(OC)c1,10,18,12,-2,6,1,6,0.1,-2
COc1ccc(NC(=O)c2ccc(Oc3ncccn3)cc2)cc1,9,0,3,-2,-1,0,-5,4.6,5
COc1ccc(NC(=O)CCCC(=O)c2ccccc2)cc1OC,-19,21,30,-4,8,-2,7,-0.6,4
O=C(NCCc1cccc(Cl)c1)c1ccc2c(c1)OCO2,-5,32,-111,-4,27,1,1,1.7,-6
CCc1nn2c(=O)c(S(=O)(=O)Nc3ccc(Cl)cc3)c(C)nc2s1,-2,13,16,-2,12,0,5,0.3,-1

(cont.)
Structure,tim10-1 inh,NALP3 yeast inh,Mdm2 MdmX PPI,APJ agonist,tim23-1 inh,GRIN3A LBD mod,TIM10 inh,CHOP UPR activ,XBP1 UPR activ
O=C(NCCNS(=O)(=O)c1ccccc1)c1cc(OCC(F)(F)F)ccc1OCC(F)(F)F,7,2,6,-9,-9,-2,6,0.6,-1
N=c1oc2ccccc2cc1C(=O)Nc1ccccc1,16,20,-162,-2,35,-3,24,-7.4,-9
S=C(NC1CCCC1)NC1CC1,21,-7,10,-1,-1,-1,18,-2.5,-1
CC(C)(C)C(=O)NC1(C(F)(F)F)N=C2SCCN2C1=O (stereo not drawn),14,8,-11,-2,-7,2,2,1.5,0
COC(=O)c1ccccc1S(=O)(=O)N1CCC(C(=O)N(C)CCOc2ccccc2)CC1,14,19,8,11,18,-1,11,0.8,-4
CN1/C(=C/C=N/NC(=O)c2ccc([N+](=O)[O-])cc2)C(C)(C)c2ccccc21,32,28,19,-5,0,-3,5,-1.2,2
C#CCOCCOCCOCCNc1nc(N2CCN(C(=O)C([C@@H](C)O)n3cc([C@@H](N)CCCCN)nn3)CC2)nc(N2CCN(C(=O)[C@H](CCC(=O)O)n3cc([C@@H](N)[C@H](C)CC)nn3)CC2)n1 (stereo partly drawn),18,-11,3,2,-4,1,12,-3.1,-1
Oc1ccc(Br)cc1-c1ccn[nH]1,38,14,19,-8,23,-7,25,3.3,-1
Cc1cccnc1NC(=O)Nc1cccc2ccccc12,3,34,4,0,-4,0,2,3.6,-3
CCN(CC(=O)Nc1ccc(NC(C)=O)cc1)C(=O)CCCN1C(=O)c2ccccc2C1=O,-5,0,15,-2,-1,0,0,-2.6,-1

(more compounds)
Structure,tim10-1 inh,NALP3 yeast inh,Mdm2 MdmX PPI,APJ agonist,tim23-1 inh,GRIN3A LBD mod,TIM10 inh,CHOP UPR activ,XBP1 UPR activ
N#CC1=C(N)C(C#N)(C#N)C(c2ccc[nH]2)C2CCCC=C12 (stereo not drawn),-2,27,-7,6,4,-7,1,-2.4,-2
COc1ccc(CN/C(C)=C(/C#N)C(N)=O)cc1OC,7,5,3,-1,-6,10,2,2.2,-2
Cc1cc(C(=O)NCc2ccco2)c2ccccc2n1,3,3,-16,-2,6,-2,-4,2.1,-1
Cc1nnsc1C(=O)Nc1ccc(S(=O)(=O)N2CCCCC2)cc1,7,-8,19,-3,13,3,11,-0.4,-2
CCOc1ccc(/C=C/C2=NNC(=O)CC2)cc1,16,24,-26,-1,13,-2,15,4.1,3
COc1ccccc1OCC(=O)Nc1cc(C)ccc1NC(=O)c1ccco1,19,7,3,-5,22,-1,-1,-1.2,-6
CCOc1cc(C)ccc1OCc1nnc(SCC(=O)c2cccc([N+](=O)[O-])c2)n1CC,-7,-1,21,1,-18,2,-6,-0.8,-3
COc1ccccc1N1CCN(C2CCN(C(=O)COc3cccc(C)c3)CC2)CC1,15,2,-23,-2,5,2,6,-1.5,-2
CSC(=NC#N)N1CCN(c2ccccc2)CC1,7,6,-31,-5,6,-1,-2,0.1,1
CC(C)(C)c1ccc(C(=O)NNC(=O)C2CCCCC2)cc1,23,8,-5,2,4,0,-4,0.9,3

Later entries:
Structure,tim10-1 inh,NALP3 yeast inh,Mdm2 MdmX PPI,APJ agonist,tim23-1 inh,GRIN3A LBD mod,TIM10 inh,CHOP UPR activ,XBP1 UPR activ
O=C(Nc1nc2cc3c(cc2s1)OCO3)C1CCCCC1,9,56*,-196,2,42,-3,11,6.7,-3
COc1cc(CCC(=O)OCC(=O)Nc2nc(C)c(Cl)cc2Cl)cc(OC)c1OC,4,11,5,-2,13,0,7,1.5,1
CCN(CC)S(=O)(=O)c1cc(C(=O)Nc2nncs2)c(Cl)cc1Cl,9,17,27,0,17,2,10,1.9,-2
Cc1ccc(Cl)cc1N1CCN(CC(O)COC(C)C)CC1 (stereo not drawn),7,3,-5,-1,9,0,-8,1.5,-1
Cn1c(CCNC(=O)c2ccco2)nc2cc(NC(=O)c3ccco3)ccc21,-12,-5,0,0,-16,-1,3,3.4,-1
O=C(CNC(=S)NC(=O)c1ccc(Cl)cc1)c1ccccc1,9,-6,-26,-2,-2,1,4,0.2,2
Cc1ccc(S(=O)(=O)CCNC(=O)Cc2ccccc2)cc1,-1,-3,-13,-1,-9,-2,10,0.6,-4
CC(C)[C@H](NC(=O)OC(C)(C)C)c1nnc(SCc2cccc(F)c2)o1,33,4,20,-11,27,2,19,-0.4,-2
COC(=O)c1sc2nc(CSc3ccc(Br)cc3)[nH]c(=O)c2c1C,-9,2,6,-4,-17,10,7,0.0,0
N#C/C(=C\c1cc(O)c(O)c(O)c1)C(N)=O,2,13,7,-3,-3,-4,-9,0.0,6

Given with each value named: part of the list above
COc1cc(CCC(=O)OCC(=O)Nc2nc(C)c(Cl)cc2Cl)cc(OC)c1OC
  tim10-1 inh = 4 | NALP3 yeast inh = 11 | Mdm2 MdmX PPI = 5 | APJ agonist = -2 | tim23-1 inh = 13 | GRIN3A LBD mod = 0 | TIM10 inh = 7 | CHOP UPR activ = 1.5 | XBP1 UPR activ = 1

CCN(CC)S(=O)(=O)c1cc(C(=O)Nc2nncs2)c(Cl)cc1Cl
  tim10-1 inh = 9 | NALP3 yeast inh = 17 | Mdm2 MdmX PPI = 27 | APJ agonist = 0 | tim23-1 inh = 17 | GRIN3A LBD mod = 2 | TIM10 inh = 10 | CHOP UPR activ = 1.9 | XBP1 UPR activ = -2

More compounds follow:
Structure,tim10-1 inh,NALP3 yeast inh,Mdm2 MdmX PPI,APJ agonist,tim23-1 inh,GRIN3A LBD mod,TIM10 inh,CHOP UPR activ,XBP1 UPR activ
COc1ccc(NC(=O)NCCN2CCN(c3cccc(Cl)c3)CC2)cc1,-46,24,-17,-3,-26,-1,-48,0.0,-1
CCCCNC(=O)C1CC(c2ccccc2[N+](=O)[O-])=NO1 (stereo not drawn),-14,11,2,-1,5,-1,2,0.6,0
O=C(CNC(=O)c1ccc(Br)o1)NNC(=O)c1n[nH]c(=O)c2ccccc12,3,3,19,-1,-2,1,7,-2.2,-4
CCC1=NN(C(=O)Cc2ccc(OC)c(OC)c2)C(O)(C(F)(F)F)C1 (stereo not drawn),0,10,4,-3,3,-4,4,-1.2,-1
CCOC(=O)c1csc(NC(=O)c2ccc(S(=O)(=O)N3CCCC3)cc2)n1,4,-5,44,-4,6,-1,11,0.0,-2

Assay outcomes from PubChem.
